NCI-60 one-dose screen, 48 h, at 10 µM unless noted. Numbers give growth in % (100 = growth as untreated, 0 = no growth, -100 = all killed).
SR: SR leukemia cells; AID 1794780; 73,000 compounds, 8.7% hits
MDA-MB-435: MDA-MB-435 melanoma; 82,000 compounds, 7.8% hits; AID 1794794
K-562: K-562 leukemia | AID 1794777 | 78,000 compounds, 7.4% hits
MCF7: MCF7 breast cancer | 82,000 compounds, 6.3% hits
BT-549: BT-549 breast cancer | 78,000 compounds, 4.4% hits
MOLT-4: MOLT-4 leukemia cells; 80,000 compounds, 6.9% hits; AID 1794779
MDA-MB-468: MDA-MB-468 breast cancer; 78,000 compounds, 8.5% hits; AID 2202374
MDA-MB-231: MDA-MB-231 breast cancer | 81,000 compounds, 5% hits
The depositor's hits bear a star; . = not tested or not shown; & = joins results of further samples; [ ] = remark or other dose. How the source made its calls: active means growth percent below 10; inactive means the rest.

SMILES	SR	MDA-MB-435	K-562	MCF7	BT-549	MOLT-4	MDA-MB-468	MDA-MB-231
O=C(O)c1cn(C2CC2)c2cc(N3CCN(C(=O)/C=C/c4ccccc4)CC3)c(F)cc2c1=O	103	102	98	107	97	82	94	87
Cc1ccc(-c2csc(C3=C(O)CN(CCCO)C3=N)n2)cc1	62	96	76	96	94	63	.	90
O=C(Nc1ccc(I)cc1F)c1cc(-c2ccc(F)cc2F)ccc1O	.	0.8*	7.7*	-13*	-13*	-0.7*	-27*	-1.7*
Cc1ccc2c(NCCCN(C)C)c3c(C)nn(C)c3nc2c1	5.6*	37	9.5*	5.1*	54	11	22	48
CCOC(=O)n1cc(-c2nonc2-c2cn(C(=O)OCC)c3ccc(Br)cc23)c2ccccc21	78	100	78	70	98	72	86	74
C/C(=C(\c1ccc(OCCCN(C)C)cc1)c1ccc(OC(=O)Cc2ccccc2)cc1)c1ccc(Cl)cc1	-35*	58	0.6*	24	84	49	84	68
COc1cc(-c2nn(-c3cccc(NC(=O)Nc4cc(C(F)(F)F)cc(C(F)(F)F)c4)c3)cc2-c2ccncc2)ccc1Cl	.	-58*	-11*	1.7*	-9.0*	-25*	-25*	-92*
O=C(CCN1C(=O)CCC1=O)Nc1ncc(Cc2ccccc2)s1	104	106	103	96	108	102	109	103
O=C1NCCO1	109&100	109&104	101&95	109&99	141&93	102&109	108&99	108&107
C=C1CC[C@@H]2[C@]3(C)COC(c4ccccc4)O[C@@H]3CC[C@@]2(C)[C@@H]1C/C=C1/C(=O)OC[C@H]1O (some centres undefined)	37	81	44	46	64	84	91	99
COc1ccc(C(=O)c2cc(C)c(OC)c(C)c2)cc1OC(=O)CCl	3.0*	-23*	4.7*	19	15	5.7*	38	23
COc1cc(NC(C)CCCNC(=O)CCC(=O)NCCCNCCCCCCCCCCNCCCNC(=O)CCC(=O)NCCCC(C)Nc2cc(OC)cc3cccnc23)c2ncccc2c1 (centres undefined)	92[8 µM]	76[8 µM]	51[8 µM]	24[8 µM]	95[8 µM]	77[8 µM]	-0.7*[8 µM]	35[8 µM]

Entries of single compounds, quoted from the list. Order of screens: SR | MDA-MB-435 | K-562 | MCF7 | BT-549 | MOLT-4 | MDA-MB-468 | MDA-MB-231
O=C(O)c1cn(C2CC2)c2cc(N3CCN(C(=O)/C=C/c4ccccc4)CC3)c(F)cc2c1=O is listed as 103 | 102 | 98 | 107 | 97 | 82 | 94 | 87
COc1ccc(C(=O)c2cc(C)c(OC)c(C)c2)cc1OC(=O)CCl is listed as 3.0* | -23* | 4.7* | 19 | 15 | 5.7* | 38 | 23

Returning to the listing, starting 2 compounds before the break.
SMILES	SR	MDA-MB-435	K-562	MCF7	BT-549	MOLT-4	MDA-MB-468	MDA-MB-231
COc1ccc(C(=O)c2cc(C)c(OC)c(C)c2)cc1OC(=O)CCl	3.0*	-23*	4.7*	19	15	5.7*	38	23
COc1cc(NC(C)CCCNC(=O)CCC(=O)NCCCNCCCCCCCCCCNCCCNC(=O)CCC(=O)NCCCC(C)Nc2cc(OC)cc3cccnc23)c2ncccc2c1 (centres undefined)	92[8 µM]	76[8 µM]	51[8 µM]	24[8 µM]	95[8 µM]	77[8 µM]	-0.7*[8 µM]	35[8 µM]
C#C[C@]1(O)CC[C@H]2[C@@H]3CC=C4c5sc(Nc6cc(Cl)ccc6OC)nc5CC[C@]4(C)[C@H]3CC[C@@]21C	3.9*	-0.2*	4.3*	-15*	3.7*	1.3*	4.6*	44
CN(C)CCOc1ccccc1Cc1cccc(Cl)c1	89	102	96	93	92	100	98	93
COc1ccc2nc3sc(C(=O)Nc4ccc(C(=O)/C=C/c5cc(OC)c(OC)c(OC)c5)cc4)cc3cc2c1	80	98	108	100	105	98	.	104
C#CCNC1CCC(c2csc(C#C)n2)=C1C (centres undefined)	2.5*	99	63	61	86	85	59	8.6*
COc1cc2c(N(c3ccccc3)c3ccccc3)ncnc2c(OC)c1OC	85	106	89	88	139	91	88	105
O=C(COc1cccc2cccnc12)Nc1ccc(C(=O)/C=C/c2ccc(Cl)cc2)cc1	61	93	47	17	88	68	89	93
N#CC(c1ccccc1)(c1ccccc1)c1ccccc1	99	102	88	94	105	90	79	92
COc1ccc(S(=O)(=O)c2ccc(C(N)=O)cc2)cc1NC(=O)c1[nH]c(C)c2c1CCCCC2=O	50	29	47	23	59	49	32	29
NC(=O)OCC(COC(N)=O)c1ccccc1	90	103	.	101	104	90	109	109
Fc1ccc(Cn2cc(CSc3nc4ccccc4o3)nn2)cc1F	100	102	92	90	96	92	108	88
O=C(OC1CCCC1)c1ccc(Cl)cc1Cl	105	114	113	95	106	104	113	115
Cc1cc(C)n(C(=O)c2sc(=S)n(-c3ccccc3)c2NN=C(C#N)C#N)n1	126	103	110	83	99	97	90	93
COc1cc2c(c(OC)c1OC)C(=O)CC(c1cccc(NC(=O)c3cc(NC(=O)[C@@H](N)CO)ccc3C)c1)O2 (some centres undefined)	100	120	91	103	121	114	93	111
N=C1N=C(SCc2nc3ccccc3[nH]2)NC(=O)/C1=C/c1ccccc1	100	104	102	99	112	108	113	103
CC(Sc1ncnc2nc[nH]c12)c1ccccc1 (centres undefined)	117	115	129	99	117	103	100	109
COc1ccc(C(=O)CSc2nccc(Nc3ccc(S(=O)(=O)Nc4ncccn4)cc3)n2)cc1	100	113	114	94	.	116	111	109
CCOC(=O)Cc1csc(NC(=O)c2ccc(-n3c(=O)[nH]c4ccccc4c3=O)cc2)n1	69	98	94	85	94	90	93	83
Nc1ncnc2c1C(c1ccc(F)cc1)c1sc3c(Br)cccc3c1O2 (centres undefined)	79	105	96	61	93	86	81	76
Cc1cc2nc3c4cc(O)ccc4n(CCN(C)C)c3nc2cc1C	8.1*	3.8*	7.5*	-10*	16	1.9*	-38*	-5.6*
Clc1ccc(CSc2ncnc(SCc3ccc(Cl)cc3Cl)c2Cl)c(Cl)c1	117	112	106	102	.	105	95	102
CC(=O)/C(=C\c1c(-c2ccccc2)[nH]c2ccccc12)S(C)(=O)=O	-25*	-43*	-26*	7.0*	4.1*	-13*	.	32
Cc1cc2oc(=O)cc(CP(=O)(O)O)c2cc1O	106	100	107	89	105	104	90	97
Nc1cccc(Nc2nc(N)nc3c2CCc2occc2-3)c1	101	112	97	83	109	89	99	86
ClCC1COC2(CCCC2)O1 (centres undefined)	94	99	100	89	100	108	101	103
O=C(NC(CSSCC(NC(=O)OCc1ccccc1)C(=O)O)C(=O)O)OCc1ccccc1 (centres undefined)	78&68	100&96	78&85	93&94	81&109	82&52	102&85	108&90
CCC(=O)Nc1ccccc1Cl	96	102	97	95	101	117	90	115
COc1ccc(NCc2cn(-c3ccccc3)nc2-c2ccc(OCc3ccccc3)cc2)cc1	96	96	72	72	72	67	75	59
N#Cc1c(-c2ccc(F)cc2)cc(-c2cccc(Cl)c2)[nH]c1=O	113	77	56	54	55	88	81	61
N#Cc1c(-c2ccccc2)nc2c(c(-c3ccccc3)nn2-c2ccccc2)c1-c1ccc2c(c1)OCO2	.	92	39	77	93	80	90	103
CCN(CC)P(=O)(N(CC)CC)N(CCCSC/C=C(\C)CC/C=C(\C)CCC=C(C)C)CCCN1CCN(C)CC1	23	100	72	98	102	93	92	111
c1ccc(-c2nnc(-c3ccccc3)o2)cc1	93	105	86	45	113	91	60	95
N#Cc1c(NCc2cccc(Br)c2)sc2c1CCCC2	119	104	89	83	119	84	111	102
N#Cc1ncc(-c2cc(C(F)(F)F)cc(C(F)(F)F)c2)c(NC2CCCCCC2)n1	82	105	104	85	113	99	107	99
CC(C)CC1CCCC12NC(=O)NC2=O (centres undefined)	80	116	100	98	104	92	109	108
FC(F)(F)c1nnc2n1N=C(c1ccccc1)C2	110	103	94	80	96	94	81	87
Cn1ccc2cc(OCc3ccccc3)ccc21	96	105	89	99	94	91	114	103
CC(=O)Oc1cc(C(C)C)c(OCCN(C)C)cc1C	107&107	99&99	124&115	96&109	100&119	105&117	104&110	112&103
COc1ccc(C2CC(c3ccc(Nc4nc(Nc5ccccc5)nc(Nc5ccccc5)n4)cc3)=NN2C(C)=O)cc1 (centres undefined)	88	94	75	129	166	71	.	96
O=c1nc2c(n[nH]1)c1ccccc1n2Cc1ccccc1	108	104	106	98	97	101	.	104
Nc1nc2ccc([N+](=O)[O-])cc2[nH]1	128	110	103	90	133	.	104	110
COc1cccc2cc(-c3cc4ccccc4[nH]3)c(=O)oc12	114	101	101	54	92	109	.	76
NC1CCC(C(=O)O)CC1 (centres undefined)	105&111	106&106	109&107	95&96	.	98&107	107&100	113&97
O=C(CCc1nnc(Cn2cnc3nc[nH]c3c2=O)o1)c1nc2ccccc2[nH]1	82	77	94	64	101	75	106	94
O=C(NCC(O)CO)c1ncc(-c2ccc(C(F)(F)F)cc2)c(NC2CCCCCC2)n1 (centres undefined)	99	104	118	93	101	93	109	89
CCCCCCCN(CCCCCCC)CC(O)c1ccc(Br)cc1 (centres undefined)	57	94	59	79	127	98	89	60
Cc1sc2ncnc(Sc3nc4ccccc4[nH]3)c2c1C	-17*	-93*	-47*	-70*	47	-48*	-87*	-80*
CCCc1nc(C)c2c(=O)[nH]c(-c3cc(S(=O)(=O)N4CCN(CC)CC4)ccc3OCC)nn12	85	106	97	98	117	101	106	102
CCOC(=O)C1=C(N)N(c2ccc(C)cc2)C2=C(C(=O)CC(C)(C)C2)C1c1ccc(Cl)cc1 (centres undefined)	.	96	.	65	93	.	82	93
CN1CCCN(Cc2ccc(C(=O)Nc3cccc(Nc4ccc5cc(O)ccc5n4)c3)cc2C(F)(F)F)CC1	.	38	15	-23*	98	-6.6*	5.8*	35
FC(F)(F)c1[nH]ncc1-c1nc2ccc3[nH]ncc3c2c2c1CCCC2	-17*	32	19	1.7*	-24*	-30*	20	15
COc1ccc(NC(=O)Nc2sc3c(c2C#N)CCCC3)cc1	112	91	85	96	97	98	110	106
CCCCC(/C=N/N=C(N)N)=N\N=C(N)N	.	99	.	93	94	109	114	95
CC1CC(C)C(C)C(CO)C1 (centres undefined)	123	109	112	105	89	113	100	105
S=C(Cc1ccccc1)Nc1ccccc1	99	106	90	100	100	91	98	102
CCOC(=O)c1c(N2CCN(C)CC2)[nH]c(=O)c(C=Nc2cc(Cl)cc(Cl)c2)c1O	114	99	103	103	99	83	103	96
CCCC1OC(C)C(C)O1 (centres undefined)	.	100	103	99	109	107	107	107
Nc1cc(F)ccc1NC(=O)c1ccc(CNC(=O)/C=C2\NC(=O)c3ccccc32)cc1	42	71	38	64	94	37	90	78
O=C1CN(/N=C/c2ccc([N+](=O)[O-])o2)C(=O)N1	.	97	99	102	101	108	101	106
NNC(=O)C[n+]1ccccc1	97	107	123	92	113	107	115	108
Oc1ccccc1/C=N/N1CCCCCC1	99	100	.	84	98	95	107	96

6 entries drawn at random from the list so far, as already listed:
SMILES	SR	MDA-MB-435	K-562	MCF7	BT-549	MOLT-4	MDA-MB-468	MDA-MB-231
FC(F)(F)c1[nH]ncc1-c1nc2ccc3[nH]ncc3c2c2c1CCCC2	-17*	32	19	1.7*	-24*	-30*	20	15
CCCC1OC(C)C(C)O1 (centres undefined)	.	100	103	99	109	107	107	107
S=C(Cc1ccccc1)Nc1ccccc1	99	106	90	100	100	91	98	102
O=C1CN(/N=C/c2ccc([N+](=O)[O-])o2)C(=O)N1	.	97	99	102	101	108	101	106
CC1CC(C)C(C)C(CO)C1 (centres undefined)	123	109	112	105	89	113	100	105
Nc1cc(F)ccc1NC(=O)c1ccc(CNC(=O)/C=C2\NC(=O)c3ccccc32)cc1	42	71	38	64	94	37	90	78

(next part)
SMILES	SR	MDA-MB-435	K-562	MCF7	BT-549	MOLT-4	MDA-MB-468	MDA-MB-231
CN(C)c1ccc(/C=N/n2cnc3oc(-c4ccccc4)cc3c2=N)cc1	92	92	88	87	102	97	99	94
CCCCNc1nc(SCc2ccc(Cl)cc2Cl)ncc1C	79	109	80	99	106	80	78	97
O=S(=O)(c1ccc(-c2cnc(C3CC3)o2)cc1)N1CCOCC1	91	99	102	92	84	95	92	81
CNc1cc(SCc2ccc(Cl)cc2)nc(N)n1	89	93	92	91	.	96	94	101
CCSc1nc(N)cc(=O)[nH]1	.	112	108	93	102	112	112	105
C=C(NC(=O)C(=C)NC(=O)c1csc(C2=NC3c4csc(n4)C4NC(=O)c5csc(n5)C(C(C)(O)C(C)O)NC(=O)C5CSC(=N5)C(=CC)NC(=O)C(C(C)O)NC(=O)c5csc(n5)C3(CC2)NC(=O)C(C)NC(=O)C(=C)NC(=O)C(C)NC(=O)C(C(C)CC)NC2C=Cc3c(C(C)O)cc(nc3C2O)C(=O)OC4C)n1)C(N)=O (centres undefined)	-7.3*	4.8*	.	17	0.1*	-37*	-56*	9.8*
CC1=CCCC(=O)O1	.	113	108	100	104	113	99	114
O=C(Nc1cccc(C(F)(F)F)c1)Nc1ccc(OCc2nnc(-c3ccc(Cl)cc3)o2)c(F)c1	66	83	61	54	104	67	68	59
CC(C)CCc1nc2c([nH]1)c(=O)n(C)c(=O)n2C	95	106	104	100	107	109	94	90
COc1ccc(NC(=O)COc2ccccc2)c(C(N)=O)c1	25	-70*	9.4*	24	56	20	17	44
N[C@@H](Cc1cc(I)c(Oc2cc(I)c(O)c(I)c2)c(I)c1)C(=O)O	69	100	83	97	58	28	113	93
COc1ccc(C(=O)Cn2cnc3c(Nc4cc(C(=O)Nc5ccc(N6CCOCC6)cc5)ccc4C)ncnc32)cc1	101	101	.	88	86	93	113	98
Nc1nc2c(c(-c3nc(N)nc4c3CCc3ccccc3-4)n1)CCc1ccccc1-2	.	109	99	95	109	115	112	.
N#Cc1nc(-c2cccs2)oc1N1CCN(S(=O)(=O)c2ccc(Cl)cc2)CC1	.	102	.	85	98	.	103	103
CCNC(N)=O	101	97	111	100	105	103	96	108
CCN(CC)CCCCCCNc1cc(OC)c(Cl)c2cccnc12	42	15	60	67	94	.	32	67
O=C(CC(=O)c1ccc([N+](=O)[O-])cc1)Nc1ccccc1C(=O)O	98	105	98	100	105	102	107	109
COc1cc2ncnc(Nc3ccc(S(=O)(=O)Nc4cc(C)on4)cc3)c2cc1OCCCN1CCCC1	107	106	95	100	114	105	112	110
O=C1CSC(=S)N1c1ccc(Cl)cc1	.	106	.	98	94	.	99	85

Compounds were not picked by outcome, and some 15% of all compounds hit somewhere here.
